From PubChem BioAssay
Peg3 imprint = genomic imprint erasure induction | mouse ES Peg3-LacZ reporter, beta-gal luminescence, 40 h | actives 0.02% (n = 110,000) | Potency, µM (titrated, usually from 60.7 µM), for the others: at the top dose activity change, positive = activation, hits mostly activators;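 further: 0% = negative control wells on the plate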
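Each well holds 300 Peg3LacZ-Neo (maternal) female ES cells incubated 40 h at 37C, 5% CO2. LacZ is measured by BetaGlo luminescence, with AC50 and maximum efficacy derived from dose-response curves.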
p53ts 32C tox = kills p53ts cells at the permissive temperature; AID 924; actives 0.93% (n = 130,000); H1299-p53A138V at 32C, ATP luminescence viability, 24 h; Potency, µM (top dose mostly 46.1 µM), for the others: top-dose activity change, negative = cytotoxicity, most hits filed as cytotoxic;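 further: 0% = DMSO and -100% = full killing by reference compound; nearly all actives have a fitted effect of over 55% in size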
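ATP-content luminescence (ATPlite) read-out after 24 h compound exposure at 32C in H1299-p53A138V cells (600/well). Tested up to 46 uM. Normalized to DMSO (0%) and 100 uM tamoxifen (100% killing); Hill-fit AC50.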
p53ts 39C tox = p53ts cell cytotoxicity, nonpermissive temperature | actives 1.5% (n = 130,000) | AID 902 | Potency, µM (top dose mostly 46.1 µM), inactives show at the highest dose activity change, negative = cell killing, actives largely listed as cytotoxic | H1299-p53A138V viability at 39C, ATP luminescence, 24 h; further: nearly all actives have a fitted effect of over 55% in size
IkB signaling = IkB pathway inhibition in ABC-DLBCL cells; Potency, µM (series often up to 57.1 µM), for the others: at the top dose IkBa stabilization activation; ABC-DLBCL IkBa-CBG/CBR dual luciferase ratio, 4 h; response scale: scaled: untreated 0%, proteasome inhibitor 100%; actives 0.04% (n = 110,000); AID 445; active means well fitted curve in the direction sought with a large enough effect in the signal ratio, not every such curve was filed as active; inconclusive means small, poorly fitted or top-dose-only effect, or a change in a side signal; the % refers to the signal ratio;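 further: the direction sought is a rising ratio; 0% = basal untreated cells and 100% = reference inhibitor full response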
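Curves were fitted separately to fusion (green), unfused (red) and ratio luminescence, then classed by r2, magnitude and activity. Cells: OCI-Ly3, 4 h compound plus doxycycline at 37C; 10 uM MG-132 defined full response.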
The depositor's hits bear a star; ? = inconclusive; nt = not tested or not shown; [ ] = dose if it differs, or a comment. Unless noted, the call rests on the fitted dose curve; in most records, active means well fitted curve in the direction sought with a large enough effect; inconclusive means small, poorly fitted or top-dose-only effect, or another doubt; inactive means no such curve, though single readings can be large; an effect the other way counts as inactive or inconclusive. Unless noted, on the % scale 0 is the no-effect control and ±100 the full control effect; potency means the concentration at half of the fitted maximal effect.

Compound | Peg3 imprint | p53ts 32C tox | p53ts 39C tox | IkB signaling
COc1ccc(S(=O)(=O)NCC(c2ccc(N(C)C)cc2)N2CCc3ccccc32)cc1 (configuration not stated) | -11%[10.9 µM] | 5% | -8% | 0.7%
CCOC(=O)c1c(NC(=O)COC(=O)c2c(C)noc2C)sc2c1CCC2 | 4% | 0% | -5% | -0.6%
CSc1nc2c(c(-c3ccc(O)cc3)c1C#N)CCC2 | -15% | 10% | -5% | ?
Cc1cc(C)nc(SCC(=O)OCN2C(=O)c3ccccc3C2=O)n1 | -1% | -3% | 1% | 0.1%
O=C(Cc1cc(=O)[nH]c(=O)[nH]1)NCC1CCCO1 (configuration not stated) | -26% | -10% | 20µM* | ?
O=C(NCCCn1ccnc1)c1noc2c1CCc1ccccc1-2 | -9% | -17% | -8% | 0.6%
COCCn1c(Sc2ccc(C)cc2)nc2c1c(=O)[nH]c(=O)n2C | -5% | 9% | 15% | 1.0%
COc1cc(C(=O)OCC(=O)N(C)Cc2ccccc2)cc(OC)c1OC | -16% | -8% | 13% | 8.5%
Cc1ccc(S(=O)(=O)N2CCCC2C(=O)OCC(=O)Nc2ccc3c(c2)OCO3)cc1 (configuration not stated) | -2% | -12% | -8% | 0.5%
Cc1ccc(CS(=O)Cc2ccc(C(=O)NCc3ccccc3Cl)o2)cc1 (configuration not stated) | -15%[10.9 µM] | -7% | -8% | ?
CCCN(Cc1cccs1)C(=O)Nc1cc(C)cc(C)c1 | -8%[10.9 µM] | 4% | 3% | 2.9%
Br/C(=N\Nc1nn[nH]n1)c1ccncc1 | -6%[10.9 µM] | -3%[9.22 µM] | 8%[9.22 µM] | -2.6%[11.4 µM]

Continuation.
Compound | Peg3 imprint | p53ts 32C tox | p53ts 39C tox | IkB signaling
COc1ccccc1NC(=O)CCN1CCCCCC1 | -5% | 1% | 5% | 3.1%
CC(C)c1nnc(SCC(=O)N2CCOCC2)n1C | nt | -3% | 15% | nt
CC1CC(=O)c2cnc(Nc3cccc(C(F)(F)F)c3)nc2C1 (configuration not stated) | 1% | -1% | 8% | -1.9%
CCOC(=O)c1ccccc1N1C(=O)CSC1=S | -19% | -8% | 5% | ?
CCCN1CN(Cc2ccco2)c2nc3ccccc3n2C1 | -43%[inhibitor] | -26% | -24% | 0.5%
COc1ccccc1N1CCN(C(=O)C2CCN(S(=O)(=O)c3cnc[nH]3)CC2)CC1 | 15%[10.9 µM] | 2% | 22% | -1.8%
Cc1ccc2nc(NCc3ccccc3)c3nncn3c2c1 | -1%[10.9 µM] | 0% | -12% | -2.1%
O=C1CCCC2=C1C(c1ccc3c(c1)OCO3)c1c([nH]n(-c3ccccc3)c1=O)N2 (configuration not stated) | 2% | 11% | -11% | 2.3%
O=C(NCCc1ccccc1)c1ccc(=O)oc1 | -5% | -4% | 7% | 0.0%
Cc1nc(N2CCOCC2)c2nc(-c3ccccc3)n(CCCN(C)C)c2n1 | 9% | 2% | 13% | nt
Fc1cc2nc(-c3ccncc3)[nH]c2cc1F | -35%[inhibitor] | 9% | 21% | 3.5%
CCCc1nn2c(=O)cc(COC(=O)c3ccccc3NC(=O)COc3ccccc3F)nc2s1 | -22%[10.9 µM] | 2% | -3% | ?

Quoted at random: 5 records from the list.
Compound | Peg3 imprint | p53ts 32C tox | p53ts 39C tox | IkB signaling
O=C1CCCC2=C1C(c1ccc3c(c1)OCO3)c1c([nH]n(-c3ccccc3)c1=O)N2 (configuration not stated) | 2% | 11% | -11% | 2.3%
CCCN1CN(Cc2ccco2)c2nc3ccccc3n2C1 | -43%[inhibitor] | -26% | -24% | 0.5%
CC(C)c1nnc(SCC(=O)N2CCOCC2)n1C | nt | -3% | 15% | nt
O=C(NCCCn1ccnc1)c1noc2c1CCc1ccccc1-2 | -9% | -17% | -8% | 0.6%
CCOC(=O)c1ccccc1N1C(=O)CSC1=S | -19% | -8% | 5% | ?

(more compounds)
Compound | Peg3 imprint | p53ts 32C tox | p53ts 39C tox | IkB signaling
COC(=O)c1ccc(OC)c(CSc2nnc(COc3cccc(C)c3)o2)c1 | -10% | 2% | -16% | ?
BrC(Br)C(Br)Br | -1% | 1%[1.84 µM] | -2% | 7.2%
COC(=O)c1ccc(-n2nnnc2SCC(=O)NCc2cccc(C(=O)O)c2)cc1 | -5% | -2% | 5% | 1.4%
Cn1c(CNC(=O)Nc2ccccc2)nnc1SCc1ccccc1 | nt | -15% | 1% | -2.2%
CC(=O)Nc1ccc(OC(=O)c2ccco2)cc1 | nt | 7% | 15% | nt
COc1ccc(-c2nc(C)c(CCNS(=O)(=O)c3cc(C)c(C)cc3C)s2)cc1 | -5%[10.9 µM] | 0% | -17% | ?
CCc1cc(=O)oc2cc(C)c3c(C)coc3c12 | -4% | -2% | 6% | -2.2%
O=C(c1cccs1)N(Cc1cccnc1)c1nc2c(F)cc(F)cc2s1 | -7%[10.9 µM] | -4% | -10% | 2.4%
CN1CCN(C(CNC(=O)c2ccccc2F)c2ccc3c(c2)OCO3)CC1 (configuration not stated) | 11%[10.9 µM] | 4% | 5% | 3.0%
Cn1c(CSCc2ccc(F)cc2)nnc1SCC(=O)Nc1nccs1 | -20% | 9% | 9% | 2.7%
Cc1ccc(S(=O)(=O)N2CC(=NO)C2)cc1 | -5% | 1% | -2% | 0.7%
Cc1csc2nc(CNC(=O)C3CC=CCC3C(=O)O)cn12 (configuration not stated) | -3% | -2% | 10% | 0.5%

Remaining list, next part:
Compound | Peg3 imprint | p53ts 32C tox | p53ts 39C tox | IkB signaling
CNC(=O)c1cc2ccc(OC)cc2oc1=O | -26% | 2% | 1% | -2.9%
CCc1nn2c(=O)cc(COC(=O)c3ccccc3NC(=O)c3ccc(C(C)(C)C)cc3)nc2s1 | -12%[10.9 µM] | -14% | -28% | ?
Cc1cc(=O)n2c(-c3ccccc3C)n[nH]c2n1 | -41%[inhibitor] | ? | ? | 0.0%
COc1ccc(C(=O)Nc2cccc(OC)c2)cc1 | -92%[inhibitor] | 10µM* | 13µM* | ?
Cc1ccc(C(=O)C(C)Oc2cccc(NC(=O)c3ccco3)c2)cc1 (configuration not stated) | nt | -7% | -5% | nt
O=c1cnc2cnc(Oc3ccccc3)nc2n1CCc1ccccc1 | nt | 9% | 2% | -4.6%[11.4 µM]
CCOC(=O)c1ccc(NC(=O)Cn2cnc(S(=O)(=O)N3CCCC3)c2)cc1 | -9%[10.9 µM] | 8% | -28% | 0.8%
CCN(C(=O)c1ccc(C(C)(C)C)cc1)c1nnc(Cn2nnc3ccccc32)s1 | -15% | -3% | -4% | ?
COC(=O)/C=c1\sc2ncnn2c1=O | 13% | 1% | -9% | 1.0%
Fc1ccc(C(Nc2ccc(Cl)c(C(F)(F)F)c2)c2nnc(-c3ccccc3)o2)cc1 (configuration not stated) | 9%[10.9 µM] | 9% | 3% | ?
O=C1CCCN1CCC1CCN(C2CC(=O)N(c3ccc(F)cc3)C2=O)CC1 (configuration not stated) | -6% | -4% | -9% | 0.8%
CCCCNc1nc(C)nc2c1nc(-c1ccccc1)n2C(C)CCCN(CC)CC (configuration not stated) | -7% | -17% | -21% | nt

More entries follow.
Compound | Peg3 imprint | p53ts 32C tox | p53ts 39C tox | IkB signaling
COCCn1c(SCC(=O)c2c[nH]c3ccccc23)nc2cc(C(=O)NCC(C)C)ccc2c1=O | -7%[10.9 µM] | -8% | -12% | -0.5%
Cc1ccc(CNC(=O)CN(c2cc(C)cc(C)c2)S(=O)(=O)c2c(C)[nH]c(=O)[nH]c2=O)cc1 | -7%[10.9 µM] | 3% | 1% | ?
Cc1ccc(S(=O)(=O)CC(=O)Nc2sc3c(c2C(N)=O)CCCC3)cc1 | 11%[10.9 µM] | 7% | -9% | 0.2%
COCCn1c(=O)c(-c2cc(F)cc(F)c2)nc2cnc(N3CCOCC3)nc21 | 15% | 10% | 12% | 3.6%[11.4 µM]
COc1ccc(-n2c(SCC(=O)N3CCCc4ccccc43)nc3c([nH]c4ccccc43)c2=O)cc1 | 11%[10.9 µM] | 4% | -27% | 2.0%
Cc1ccc(C(=O)Nc2ccc3oc(-c4cccnc4)nc3c2)c(Cl)c1 | -9%[10.9 µM] | 1% | -9% | ?
COCCCNC(=O)Cn1cc(C(C)=O)c2ccccc21 | 0% | -1% | 16% | -0.5%
CCc1ccc(CCC(=O)Nc2nccs2)o1 | -23% | -2% | 0% | 7.6%
COC(=O)NC(c1cccc(C)c1)[C@@]1(C(=O)OC)CCCC1=O (some centres not stated) | nt | 1%[9.22 µM] | 25%[9.22 µM] | nt
O=C(Nc1ccccn1)c1ccc([N+](=O)[O-])cc1Cl | nt | ? | -26% | nt
CC1(C)CCCC(C)(C)N1CC(O)COCCOc1ccc(Br)cc1 (configuration not stated) | nt | ? | 4.5µM* | nt
CCC(C)NC(=O)N[C@@H](CCSC)C(=O)O (some centres not stated) | -4% | 1% | 6% | -0.5%

(more compounds)
Compound | Peg3 imprint | p53ts 32C tox | p53ts 39C tox | IkB signaling
CCc1ccc(-n2c(SCC(=O)Nc3cc(C)[nH]n3)nc3[nH]ncc3c2=O)cc1 | -13% | 1% | 8% | -2.5%
Cc1nc2sccn2c(=O)c1S(=O)(=O)Nc1ccc(N2CCN(S(C)(=O)=O)CC2)cc1 | 5%[10.9 µM] | -16% | -19% | ?
O=C(O)Cc1cccc2c(=O)cc(-c3ccccc3)oc12 | -6%[10.9 µM] | 2%[9.22 µM] | 4%[9.22 µM] | 1.8%[11.4 µM]
COc1ccc(N2CCN(C(=O)CS(=O)(=O)c3cccc4nsnc34)CC2)cc1 | ? | 2% | -9% | 3.9%
Cc1cccc(NC(=O)Cn2nnc(-c3ccc(CN4CCCC4)cc3)n2)c1C | -7% | -8% | -10% | 1.5%
O=C(NCCc1nc2ccccc2[nH]1)c1ccc(F)cc1 | -1% | 10% | 4% | -0.1%
CC(=O)c1ccc(NC(=O)CSc2nnc3ccc(-c4ccc(Cl)cc4)nn23)cc1 | -8%[10.9 µM] | 11% | -7% | 4.9%
COCCn1c(SCC(=O)OC(C)C)nnc1-c1ccccc1 | 5% | -2% | 2% | 1.4%
COc1ccc(-c2nnc3sc(C4CCCCC4)nn23)cc1OC | -4% | 6% | -3% | -2.3%
CCOc1ccc(-n2c(SCC(=O)NC3CCCCC3)nc3c([nH]c4ccccc43)c2=O)cc1 | 11%[10.9 µM] | 9% | 1% | -2.8%
COc1ccc(C(=O)Nc2cc3cc(Cl)ccc3oc2=O)cc1OC | -6%[10.9 µM] | 8% | -11% | 0.7%
CCCC1=C(C(=O)OCC)C(c2ccc(NC(C)=O)cc2)NC(=O)N1 (configuration not stated) | 26% | -3% | 21% | 1.4%

The results go on:
Compound | Peg3 imprint | p53ts 32C tox | p53ts 39C tox | IkB signaling
O=C(Nc1ccc2oc(-c3ccncc3)nc2c1)c1ccccc1F | 2% | 4% | 0% | -2.5%
COc1ccc(C(=O)CN2CCN(c3ccc(F)cc3)CC2)cc1OC | -27% | 2% | -7% | ?
CC1CN(C2CCCCC2)c2nc3c(c(=O)[nH]c(=O)n3C)n2C1 (configuration not stated) | 4% | 8% | -9% | -2.8%
O=C(Nc1ccon1)c1csc2c1CCCC2 | 0% | -13% | -4% | -1.6%
O=C(Nc1ccncc1)c1ccc2c(c1)OCCO2 | -68%[inhibitor] | ? | -24% | 6.4%
O=c1c(-c2cc(O)c(O)c(O)c2)coc2cc(O)c(O)c(O)c12 | -10% | 4% | -12% | nt
CN(C)S(=O)(=O)c1ccc2c(c1)c(=O)c(C(=O)NCCCN1CCCCCC1)cn2C | -6% | 4% | 4% | -2.4%
COc1ccc(NC(=O)c2cc(C3CC3)nc3c2c(C)nn3-c2ccc(C)cc2)cc1OC | -4%[10.9 µM] | 6% | 3% | -0.3%
CCOC(=O)c1c(C)sc(-c2c(-c3ccc4c(c3)OCCO4)[nH]c3c2c(=O)n(C)c(=O)n3C)c1O | -3%[10.9 µM] | 12% | -9% | ?
CCOc1ccc(N(C(C)=O)C2C=CS(=O)(=O)C2)cc1 (configuration not stated) | 4% | 4% | -1% | -1.1%
O=C(O)CCn1c(=O)c2cccn2c2cccnc21 | ? | 2% | 2% | 0.0%
